Source: PubChem BioAssay (Sanford-Burnham Center for Chemical Genomics)
APOBEC3A inh: APOBEC3A ssDNA deaminase inhibitors, primary screen, selectivity assay for APOBEC3G inhibitor project, biochemical, FAM/TAMRA oligo cleavage fluorescence. inhibition, % at 20 µM. 330,000 compounds, 0.41% hits. AID 493011, 2011. recombinant A3A, FAM/TAMRA ssDNA deamination fluorescence. DNA dC->dU-editing enzyme APOBEC-3A (Homo sapiens), P31941;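 active = at least 40% inhibition at 20 µM here, with at most 30% in a related deaminase screen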;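 note: plate controls were A3A with DMSO for no effect and wells lacking A3A enzyme for full effect; some results filed as inactive read as strong as hits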
Target sequence (P31941 whole entry, looked up): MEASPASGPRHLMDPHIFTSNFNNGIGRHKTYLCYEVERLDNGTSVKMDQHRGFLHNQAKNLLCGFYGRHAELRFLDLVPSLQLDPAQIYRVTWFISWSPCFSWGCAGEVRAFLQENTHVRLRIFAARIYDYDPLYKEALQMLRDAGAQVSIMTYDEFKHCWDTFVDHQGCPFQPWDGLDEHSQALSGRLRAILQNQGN
MPTP block: mitochondrial permeability transition pore inhibitors, primary screen, biochemical, isolated mouse mitochondria, absorbance; Ca2+ swelling absorbance, 30 min; inhibition, % at 10 µM; 360,000 compounds, 1.4% hits; AID 602449, 2012;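 active = inhibition of 50% or more, scaled per plate between neutral and stimulator controls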;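 note: 0% = DMSO wells given calcium and 100% = 1 mM EGTA wells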
hIAP inh: human IAP inhibitors, primary screen, biochemical, luminescence, uHTS | Intestinal-type alkaline phosphatase (Homo sapiens), P09923 | inhibition, % at 10 µM | purified IAP, CDP-Star luminescence, 30 min | AID 2544, 2010 | 330,000 compounds, 0.12% hits;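 active = inhibition reaching a set limit with compound at 10 µM in the primary screen, cut at about 35% in these data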;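 note: plate controls were DMSO wells with enzyme for no effect and no-enzyme buffer wells for full effect; values of inactives mirror those of a sister screen read the other way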
Target sequence (P09923 whole entry, looked up): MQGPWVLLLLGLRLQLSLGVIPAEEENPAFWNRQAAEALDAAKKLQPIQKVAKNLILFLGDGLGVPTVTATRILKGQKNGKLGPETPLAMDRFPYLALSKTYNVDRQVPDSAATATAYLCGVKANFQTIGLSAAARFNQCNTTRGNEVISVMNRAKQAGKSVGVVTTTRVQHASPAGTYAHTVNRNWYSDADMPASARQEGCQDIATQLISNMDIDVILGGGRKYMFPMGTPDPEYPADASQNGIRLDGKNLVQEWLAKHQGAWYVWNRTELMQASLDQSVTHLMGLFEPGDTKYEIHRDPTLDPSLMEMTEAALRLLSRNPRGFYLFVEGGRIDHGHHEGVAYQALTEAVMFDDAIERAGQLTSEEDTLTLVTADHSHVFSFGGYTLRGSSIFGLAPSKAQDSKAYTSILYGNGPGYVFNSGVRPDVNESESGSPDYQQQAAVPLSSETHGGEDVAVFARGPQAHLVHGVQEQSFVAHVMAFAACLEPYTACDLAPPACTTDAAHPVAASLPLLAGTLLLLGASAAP
MIN6 prolif: inducers of MIN6 beta-cell proliferation, primary screen, ATP luminescence, uHTS. MIN6 cells proliferation, ATPlite luminescence, 48 h; cells starved in 0.2% serum; 100% = growth in 10% serum. proliferation, % at 10 µM. 330,000 compounds, 0.29% hits;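 active = compounds whose signal lies at least 3.5 SD above the mean of all wells on their plate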;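 note: 0% = DMSO-treated cells in low-serum medium and 100% = 10% serum control; some compounds called inactive have numbers as strong as hits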
hIAP act: human IAP activators, primary screen, biochemical, luminescence, uHTS; Intestinal-type alkaline phosphatase (Homo sapiens), P09923; purified human IAP, CDP-Star luminescence, 30 min; hits give high values; 1 = vehicle-only enzyme, 0 = enzyme-free background; activation factor at 10 µM; 330,000 compounds, 0.16% hits;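 active = activation factor of the enzyme at least 2-fold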; note: the source names both 10 and 20 µM as test concentration; values of inactives mirror those of a sister screen read the other way
mIAP block: inhibitors of mouse IAP, primary screen, biochemical, luminescence, uHTS; intestinal alkaline phosphatase [Mus musculus]; AID 2806, 2010; inhibition, % at 10 µM; 330,000 compounds, 0.2% hits; purified mouse IAP, CDP-Star luminescence, 30 min;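 active = inhibition of at least 40% at 10 µM in the primary screen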;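 note: plate controls were DMSO with enzyme for no effect and no enzyme wells for full effect; values of inactives mirror those of a sister screen read the other way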
A3G deaminase: APOBEC3G DNA deaminase inhibitors, primary screen, biochemical, fluorescence, single-stranded DNA substrate, uHTS | DNA dC->dU-editing enzyme APOBEC-3G (Homo sapiens), Q9HC16 | recombinant A3G, ssDNA deamination FAM/TAMRA fluorescence | inhibition, % at 20 µM | 330,000 compounds, 0.28% hits;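 active = inhibition of at least 40% at 20 µM, with no more than 30% in the related APOBEC3A deaminase screen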;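 note: plate controls were DMSO wells with A3G for no effect and wells lacking A3G enzyme for full effect; some compounds called inactive have numbers as strong as hits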
Target sequence (Q9HC16 whole entry, looked up): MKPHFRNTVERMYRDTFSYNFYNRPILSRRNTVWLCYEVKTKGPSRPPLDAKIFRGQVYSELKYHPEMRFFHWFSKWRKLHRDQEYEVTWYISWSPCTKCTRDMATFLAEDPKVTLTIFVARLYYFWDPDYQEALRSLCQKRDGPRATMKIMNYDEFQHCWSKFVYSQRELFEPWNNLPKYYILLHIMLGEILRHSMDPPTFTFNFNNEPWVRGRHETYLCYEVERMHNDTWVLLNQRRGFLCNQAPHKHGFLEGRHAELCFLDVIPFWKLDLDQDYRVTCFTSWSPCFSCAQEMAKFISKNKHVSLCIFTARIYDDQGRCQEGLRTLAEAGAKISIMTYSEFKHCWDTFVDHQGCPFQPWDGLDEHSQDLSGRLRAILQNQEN
GRIN3A LBD mod: binders of NR3A ligand-binding domain, primary screen, biophysical, differential scanning fluorimetry, uHTS; 340,000 compounds, 2.5% hits; AID 1259313, 2017; Tm shift relative to glycine control, % at 25 µM; Glutamate receptor ionotropic, NMDA 3A (GRIN3A) ligand-binding domain; NR3A LBD differential scanning fluorimetry, Tm shift; 0% = protein alone, 100% = glycine-bound protein;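 active = melting temperature shift of at least 10% of the positive control shift, at one fixed dose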
mIAP activ: activators of mouse IAP, primary screen, biochemical, luminescence, uHTS; muIAP, CDP-Star luminescence, 30 min; hits give high values; 1 = vehicle-only enzyme signal, 0 = enzyme-free wells; activation factor at 10 µM; 330,000 compounds, 0.24% hits; intestinal alkaline phosphatase [Mus musculus];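 active = activation factor of at least 2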; note: the source names both 10 and 20 µM as test concentration; values of inactives mirror those of a sister screen read the other way
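Assay system: mouse IAP enzyme; reagent: chemiluminescent substrate CDP-Star; dosing: test compounds delivered from DMSO solution; schedule: 30 min at room temperature; measured by: luminescence from enzymatic CDP-Star hydrolysis; controls: DMSO-only wells and no-enzyme negative control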
* hit, by the source's call; x = not tested or not shown.

SMILES	APOBEC3A inh	MPTP block	hIAP inh	MIN6 prolif	hIAP act	mIAP block	A3G deaminase	GRIN3A LBD mod	mIAP activ
Cc1cc(C)nc(-n2ncc3c2CC(c2ccccc2C)CC3=O)n1 (stereo not given)	-2	0.6	23	-2	0.77	4	-5	-1	0.96
CCc1ccc(OCCNC(=O)c2ccc(S(=O)(=O)N(C)C)cc2)cc1	-2	0.2	15	6	0.85	7	-4	-1	0.93
CCCCC1=CC2=CC(=O)C(C)(OC(=O)CC)C(=O)C2=CN1CCN1CCOCC1 (stereo not given)	-1	x	2	-3	0.98	-3	-2	1	1
CCOC(=O)c1c(NC(=O)COc2ncnc3ccccc23)sc(C)c1CC	-2	2.3	11	0	0.89	0	-4	-3	0.99
COc1cc(/C=C(\C#N)c2nc3c(s2)CCCC3)ccc1O	-25	x	3	-5	0.97	25	-75	x	0.75
CCCC1CCC(C2=N/C(=C\c3ccc(OC)c(OC)c3)C(=O)O2)CC1 (stereo not given)	2	-2.8	-2	0	1	10	-5	-3	0.9
COc1ccc(CC(=O)NCCN2CCCC2)cc1	-6	-8.3	-3	2	1	-5	-4	2	1.1
COc1ccc(C(=O)c2ccc(OC)c3cccc(O)c23)cc1OC	-1	1.7	-8	-2	1.1	2	-3	-1	0.98
CCOC(=O)c1cc(C#N)c(SCc2ccc(C#N)cc2)nc1C	-3	1.3	4	4	0.96	7	-4	3	0.93
Cc1ccc2oc(-c3cccc(NC(=S)NC(=O)/C=C/c4ccco4)c3)nc2c1	-2	2.2	-11	-3	1.1	24	-9	5	0.76
CCOC(=O)CNS(=O)(=O)c1cc(-c2nn(C)c(=O)c3ccccc23)ccc1C	13	-1.2	-4	1	1	-11	3	1	1.1
CCC(Sc1nc2ccncc2[nH]1)C(=O)Nc1cc(Cl)ccc1C (stereo not given)	2	0.8	-19	-2	1.2	1	-4	-2	0.99
COc1ccc(N2CCN(Cc3cc(=O)oc4ccc5ccccc5c34)CC2)cc1	1	-2.2	18	-3	0.82	14	-5	-3	0.86
O=C(/C=C/c1ccc([N+](=O)[O-])cc1)NNC(=O)C1CC1	-6	-0.2	-12	-5	1.1	10	-4	1	0.9
CCCCCCC(=O)N=Nc1c(O)[nH]c2ccc([N+](=O)[O-])cc12	1	9.5	-16	1	1.2	17	-4	10	0.83
COc1ccc(Nc2nccc3c2ncn3C)cc1	0	0.7	-31	-2	1.3	1	1	1	0.99
CCc1cccc(C)c1NC(=O)COC(=O)c1ccc2c(c1)S(=O)(=O)c1ccccc1C2=O	-9	1.0	-9	0	1.1	7	-10	-7	0.93
CC(C)NC(=O)c1onc(CSc2cccc(F)c2)c1C(=O)O	-3	-1.5	12	2	0.88	9	-9	2	0.91
COc1ccc(CN(C)c2ncnc(N)n2)cc1	-4	2.2	-11	0	1.1	14	-8	-1	0.86
CC(=O)c1cccc(Nc2nc(-c3cccnc3)cs2)c1	-8	0.2	-5	-3	1.1	8	-5	2	0.92
Cc1c(C(=O)N2CCOCC2)c(S(=O)(=O)Nc2ccc(F)cc2)c(C)n1C	-5	-0.8	2	1	0.98	9	-6	1	0.91
CC(C)(C)NC(=O)c1cc(-c2ccccc2)n[nH]1	-3	0.3	3	1	0.97	6	-7	1	0.94
COc1ccc(CCNC(=O)CN2c3cccc4cccc(c34)S2(=O)=O)cc1	1	-1.7	-7	13*	1.1	2	-3	1	0.98
COC(=O)c1cnn(C(=O)c2ccccc2Br)c1N	-5	-1.6	-2	1	1	9	-7	-4	0.91
O=C(NCc1ccc(F)cc1)c1ccc[nH]1	1	0.7	-2	-1	1	-13	-1	1	1.1
O=c1c2c(nc3cc(-c4cccc(F)c4)[nH]n13)CCC2	-5	-1.7	12	-3	0.88	0	-7	-2	1
Cc1ccc(NC(=O)c2cccs2)cc1[N+](=O)[O-]	-4	0.8	-4	-1	1	-10	-7	2	1.1
COc1ccc(-c2coc3cc(O[C@@H]4O[C@H](CO)[C@@H](O)[C@H](O)[C@H]4O)c(OC)cc3c2=O)cc1	-5	-1.0	0	-4	1	7	-7	-2	0.93
Cc1sc(NC(=O)c2ccccc2)c(C(c2ccccn2)N2CCN(CCO)CC2)c1C (stereo not given)	-4	-1.4	2	1	0.98	4	-14	1	0.96
CCC(C)N1CCN(S(=O)(=O)c2ccc3ccccc3c2)CC1 (stereo not given)	-2	0.1	-4	-4	1	2	-3	0	0.97
Cc1cccc(NC(=O)C2CCN(S(=O)(=O)c3cccc4cccnc34)CC2)n1	1	3.3	1	-3	0.99	8	-8	-3	0.92
COC(=O)c1sccc1NC(=O)CSCC(=O)O	-1	-0.2	-14	0	1.1	3	-2	0	0.97
CC(=O)c1sc(Nc2cccc3ccccc23)nc1C	-4	2.2	-22	0	1.2	15	-8	-2	0.85
CC(C)(C)c1nc(Sc2ncccc2[N+](=O)[O-])n[nH]1	1	0.8	-8	-1	1.1	-13	-2	1	1.1
CC1CC(C)CN(CCCNC(=O)c2ccc3c(c2)NC(=O)CS3)C1 (stereo not given)	-6	0.1	-16	0	1.2	-3	-4	-2	1
COc1ccccc1CC(=O)Nc1nc(-c2ccc(F)c(F)c2)cs1	-3	2.3	16	-1	0.84	-11	-9	-5	1.1
COc1ccc(C=C(C#N)C#N)c(CSc2ccccn2)c1	-3	0.7	-1	-1	1	6	-9	-1	0.94
COc1ccc(/C(C)=N/NC(=O)C2C3CCCCC32)c(OC)c1 (stereo not given)	-1	-1.5	11	-1	0.89	1	-5	2	0.99
COc1cc(NC(=O)c2cccc(Cl)c2)ccc1NC(=O)c1cccs1	-1	-0.6	-8	-1	1.1	4	-6	30*	0.96
CNc1nc(C)c(C(=O)c2ccc(Cl)cc2)s1	-1	-1.4	-2	3	1	-2	-6	0	1
O=C(O)CCCCCNc1ccc2nsnc2c1[N+](=O)[O-]	-1	0.1	22	0	0.79	3	-3	0	0.97
CCOC(=O)COc1ccc2c(c1)C(=O)CC(C)(c1cccnc1)O2 (stereo not given)	6	-1.3	3	-5	0.97	-1	-3	2	1
Cc1ccc(S(=O)(=O)N(Cc2ccc(Cl)cc2)c2ccccc2C(=O)NCc2cccnc2)cc1	0	1.2	5	-1	0.95	-1	0	0	1
Cc1ccc(S/C(=N\S(=O)(=O)c2ccc(Cl)cc2)c2ccccc2)cc1	-5	17	2	-6	0.98	10	37	5	0.9
CN(CCC#N)CC(=O)Nc1ccc(S(N)(=O)=O)cc1	0	1.3	-7	1	1.1	1	-2	2	0.99
CC1Oc2ccccc2N(CC(=O)N(Cc2ccccc2)Cc2ccccn2)C1=O (stereo not given)	0	-1.2	-4	10*	1	-9	-7	-2	1.1
Cc1cc(C)c(S(=O)(=O)Nc2cccc(C(=O)O)c2)cc1S(=O)(=O)Nc1cccc(C(=O)O)c1	-6	0.4	-11	2	1.1	-7	-1	0	1.1
O=C(NC(=S)Nc1ccc2c(c1)C(=O)c1ccccc1C2=O)c1ccc(F)cc1	2	x	4	-5	0.96	0	2	x	1
CN(C[C@H](CC1CCCCC1)N(C[C@H](Cc1ccccc1)N(CCc1ccccc1)N=O)N=O)N=O	2	0.8	11	-6	0.89	-1	-1	0	1
O=C(CSCCO)Nc1ccc([N+](=O)[O-])cc1	0	1.8	2	-2	0.98	-5	-1	2	1

Entries of single compounds, looked up by structure.
Results for CC1Oc2ccccc2N(CC(=O)N(Cc2ccccc2)Cc2ccccn2)C1=O (stereo not given) = APOBEC3A inh = 0; MPTP block = -1.2; hIAP inh = -4; MIN6 prolif = 10*; hIAP act = 1; mIAP block = -9; A3G deaminase = -7; GRIN3A LBD mod = -2; mIAP activ = 1.1
Results for Cc1cc(C)c(S(=O)(=O)Nc2cccc(C(=O)O)c2)cc1S(=O)(=O)Nc1cccc(C(=O)O)c1 = APOBEC3A inh = -6; MPTP block = 0.4; hIAP inh = -11; MIN6 prolif = 2; hIAP act = 1.1; mIAP block = -7; A3G deaminase = -1; GRIN3A LBD mod = 0; mIAP activ = 1.1

Remaining list, next part
SMILES	APOBEC3A inh	MPTP block	hIAP inh	MIN6 prolif	hIAP act	mIAP block	A3G deaminase	GRIN3A LBD mod	mIAP activ
c1ccc2c(c1)OCC(c1nnc3sc(-c4cnccn4)nn13)O2 (stereo not given)	10	-2.3	19	-2	0.81	10	1	-3	0.91
O=C(N/N=C/c1ccc(Br)cc1)c1ccc(Br)o1	-7	0.7	4	-1	0.96	1	-8	19*	0.99
CC(CCc1ccccc1)NC(=O)COC(=O)c1ccccc1Br (stereo not given)	-2	0.8	6	-3	0.94	9	-5	1	0.91
CCOc1ccccc1Cn1c(=O)sc2ccccc21	-2	0.3	-50	1	1.5	4	-7	-1	0.96
CCOc1cc(C(=O)NN2CCOCC2)cc(OCC)c1OCC	0	1.9	-24	-3	1.2	-6	-1	-1	1.1
C[C@@H]1COC(=O)[C@H](CC(=O)OC(C)(C)C)C/C=C\C[C@@H](CC(=O)N[C@H](CO)Cc2ccccc2)C(=O)N1	0	0.3	-7	-1	1.1	-12	-8	0	1.1
O=C(O)CC(NC(=O)C12CC3CC(CC(C3)C1)C2)c1ccc(Cl)cc1 (stereo not given)	-3	-0.7	-19	0	1.2	-1	-7	-1	1
CCOC(=O)NC(=O)/C(N=Nc1ccc(C(F)(F)F)cc1)=C(\C)O	2	0.5	4	0	0.96	7	-2	154*	0.93
COc1cc(CNC2CCCCC2)c(Br)cc1OC1CCCC1	0	4.7	19	-3	0.81	-5	-1	-1	1.1
COc1ccc(Cc2nc(-c3ccncc3)no2)cc1	10	-0.8	3	5	0.97	-8	-2	-4	1.1
Cc1cccc(-n2c(C)cc(/C=C3\C(=N)N4N=C(CC(C)C)SC4=NC3=O)c2C)c1	0	12	-2	0	1	11	-3	-2	0.89
O=C(Nc1ccc(F)cc1F)NC1CCN(S(=O)(=O)c2ccc(F)cc2)CC1	1	-0.9	-5	0	1	-11	2	5	1.1
O=c1c2ccccc2nnn1CSc1nnnn1-c1ccc(O)cc1	5	5.6	4	1	0.96	3	-3	-2	0.97
CCS(=O)(=O)c1ccccc1C(=O)NC1CCCc2ccccc21 (stereo not given)	1	-1.5	-3	-4	1	1	-7	-2	0.99
CCCn1c(SCC(=O)Nc2ccc3c(c2)CCC3)n[nH]c1=O	-6	0.6	-1	-1	1	4	-8	0	0.96
Cc1cc(OC(=O)c2ccccc2[N+](=O)[O-])c([N+](=O)[O-])c(=O)[nH]1	-5	-0.5	22	-2	0.78	12	-2	0	0.88
CCOC(=O)C(NC(C)=O)(Nc1ccc(F)cc1)C(F)(F)F (stereo not given)	2	2.0	-2	-2	1	-3	0	0	1
CC1CCCCN1CCNC(=O)C1CCN(S(=O)(=O)c2cccc3nsnc23)CC1 (stereo not given)	-1	-0.3	-33	2	1.3	9	-5	3	0.91

Rows are unselected; overall some 5% were active at least once.
